# M. tuberculosis GlmU = inhibition of mycobacterial GlmU enzyme – biochemical, glucosamine-1-phosphate acetyltransferase (AID 1376) | hit rate 0.25% among 220,000 | inhibition, %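 (tested at 30 µM in the primary screen)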, or IC50 in µM where a hit was titrated | M. tuberculosis GlmU acetyltransferase enzyme assay; higher % means a stronger effect; in the data active means inhibition above about 13%;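 further: 0% = complete reaction with vehicle and 100% = reaction without substrate; strong numbers were not always called active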
# Mtb RmlCD inh = M. tuberculosis RmlC/RmlD coupled enzyme inhibitors, primary screen, biochemical, compound mixtures, 384-well, from 1536-well plates; AID 1533, 2009; RmlC+RmlD coupled enzyme assay, percent inhibition; primary screen in compound mixtures; dTDP-4-dehydrorhamnose reductase (Mycobacterium tuberculosis (strain ATCC 25618 / H37Rv)) …; inhibition, % at 3.6 µM; hit rate 0.03% among 160,000; in the data active means inhibition mostly above about 34%, no sharp cut-off; further: some results filed as inactive read as strong as hits
# Target sequence (P9WH09 whole entry, looked up): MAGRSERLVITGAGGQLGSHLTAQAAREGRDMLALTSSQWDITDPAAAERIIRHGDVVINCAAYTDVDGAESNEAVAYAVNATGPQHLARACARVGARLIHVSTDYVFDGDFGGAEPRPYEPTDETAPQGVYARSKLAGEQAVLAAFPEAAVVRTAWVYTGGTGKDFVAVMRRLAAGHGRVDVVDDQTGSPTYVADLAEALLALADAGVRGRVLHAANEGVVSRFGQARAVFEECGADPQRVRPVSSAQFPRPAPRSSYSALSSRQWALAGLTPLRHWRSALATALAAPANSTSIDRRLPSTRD
# Target sequence (P9WH11 whole entry, looked up): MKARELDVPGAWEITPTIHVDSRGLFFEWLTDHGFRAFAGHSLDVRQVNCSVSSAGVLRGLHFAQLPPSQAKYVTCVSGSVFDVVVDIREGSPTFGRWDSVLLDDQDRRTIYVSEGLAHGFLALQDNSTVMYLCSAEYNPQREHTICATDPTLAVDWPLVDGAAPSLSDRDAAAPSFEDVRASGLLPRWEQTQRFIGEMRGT
# Active calls of the source: *; . = no result given.
# Each structure is followed by: M. tuberculosis GlmU	Mtb RmlCD inh
1: CCn1c(CSc2nnc(-c3ccoc3C)n2C)nc2cc(S(=O)(=O)N(C)C)ccc21
  3.5%	.
2: C/C(=N\NC(=O)c1nn(C)cc1Cl)c1ccncc1
  1.6%	.
3: Clc1ccc(SCc2cc(Cl)nc(-c3ccccc3)n2)cc1
  0.1%	.
4: O=C(c1ccccc1Cl)N1N=C(c2ccc(Br)cc2)CC1c1nc2ccccc2[nH]1 (stereo unspecified)
  4.5%	4
5: COc1cc(O)c(C(CCN2CCCC2)c2ccc(N(C)C)cc2)c(OC)c1 (stereo unspecified)
  -4.0%	.
6: COC(=O)c1c2c(nc3ccccc13)CCC2
  3.7%	-8
7: O=C(CSc1nc2[nH]ncc2c(=O)[nH]1)N1CCCC1
  1.5%	74
8: CC(=O)Nc1ccc(CN2CCCCCCC2)cc1
  -0.7%	-3
9: Cc1cc(C(F)(F)F)c(C#N)c(SCC(=O)NC(C)(C)C)n1
  4.3%	13
10: Nc1nc2ncc(-c3ccsc3)c(N)n2n1
  2.4%	-5
11: CCOC(=O)C1=C(C)NC(C)=C(C(=O)OCC)C1C(=O)OCC(=O)N(CC)C1CCS(=O)(=O)C1 (stereo unspecified)
  -3.8%	9
12: O=C(CS(=O)(=O)c1cn(CC(=O)N2CCOCC2)c2ccccc12)Nc1ccccc1
  -4.5%	4
13: Cn1cc(CN(CCCN2CCOCC2)C(=S)Nc2cccc(Cl)c2)c2ccccc21
  -1.3%	.
14: CCC(C)[C@H](NC(=O)Nc1ccc2c(c1)OCCO2)C(=O)OC (stereo partly specified)
  7.3%	1
15: Cc1cc(C)nc(N2CCCC(C(=O)Nc3ccc4c(c3)OCCO4)C2)n1 (stereo unspecified)
  -1.6%	-9
16: OCCC1CN(Cc2ccc(Oc3ncccn3)cc2)CCN1C1CCCCC1 (stereo unspecified)
  4.3%	.
17: Cc1ccc(/C(O)=C2/C(=O)C(=O)N(CCCn3ccnc3)C2c2ccccn2)cc1 (stereo unspecified)
  .	8
18: O=C1CCCc2oc3ccc(O)cc3c21
  0.3%	.
19: Cc1ccc(C(=O)C2CCN(CC(=O)N3CCN(c4ccc(F)cc4)CC3)CC2)cc1
  6.4%	16
20: CCc1c(C)sc2nc3c(C(=O)N4CCOCC4)cc(C(=O)c4cc(F)ccc4O)cn3c(=O)c12
  1.2%	13
21: Cc1ccc(C(=O)NC(=S)Nc2ccc3c(c2)OCCO3)c(C)c1
  -1.6%	6
22: CCOC(=O)CN(C(=O)CSc1nnc(C)n1-c1ccccc1)c1cccc([N+](=O)[O-])c1
  4.3%	.
23: COCCSc1ccccc1C(=O)NCCCn1ccnc1
  2.9%	-5
24: CC(C)CCOc1cccc(OCC(=O)O)c1
  -0.3%	0
25: CCCS(=O)(=O)c1c(S(=O)(=O)CCC)c2cnccn2c1C(=O)c1ccc(OC)cc1
  3.1%	0
26: COC(=O)C1=C(C)NC(=O)NC1c1cn(-c2ccccc2)nc1-c1cccs1 (stereo unspecified)
  -0.3%	.
27: C=Cc1ccc2c(c1)N(C)C(=C)S2
  -5.6%	9
28: CCC(C)(C)C1CCC2(CC1)NC(CO)(CO)CO2 (stereo unspecified)
  2.9%	.
29: O=C(Nc1ccc(N2CCOCC2)nc1)c1ccccc1Cl
  1.1%	6
30: CC(C)OCCCNc1ncnc2c1cnn2-c1ccccc1
  7.5%	.
31: CC(C)C(c1nnnn1C1CCCC1)N1CCN(C(=O)c2ccco2)CC1 (stereo unspecified)
  3.5%	.
32: Cc1ccc(-c2nc3ccsc3c(=O)[nH]2)cc1
  1.8%	-7
33: COc1ccc(N2CC(O)=C(c3nc(-c4ccc(F)cc4)cs3)C2=N)cc1
  -6.5%	.
34: CCOC(=O)C1CCN(C(=O)COC(=O)CNC(=O)c2ccc(OC)cc2)CC1
  -0.4%	-1
35: CC1CCCN(C(=S)Nc2ccc(S(=O)(=O)N3CCCCC3)cc2)C1 (stereo unspecified)
  -6.8%	-6
36: O=C(NCC1CC1)c1ccc2c3n(nc2c1)-c1ccc(Cl)cc1CO3
  4.5%	.
37: CCc1c(C)nc2ncnn2c1NC1CCCc2ccccc21 (stereo unspecified)
  -1.6%	4
38: COc1ccccc1NC(=O)Nc1ccccc1C(N)=O
  0.9%	5
39: C=C(C)C1CC=C(C)/C(=N\NC(=O)CNc2cccc3ccccc23)C1 (stereo unspecified)
  -3.8%	38
40: CCOC(=O)c1ccc2[nH]cc(C(C)=O)c(=O)c2c1
  4.0%	.
41: CN(C)[C@H]1N(C(=O)c2ccc(Br)cc2)N=C2c3ccccc3S(=O)(=O)N21
  2.1%	5
42: COc1ccc(NC(=O)Cn2nnc(C(N)=O)c2N)c(OC)c1
  1.2%	.
43: Cc1ccc(N=c2ssnc2Cl)cc1
  18%	.
44: COc1cc(S(=O)(=O)N2CCOCC2)ccc1NC(=O)CSc1n[nH]c(=O)[nH]c1=O
  -0.1%	-6
45: CCN(CC)C(=O)C1CCN(Cc2ccc(Br)cc2)CC1
  -1.4%	10
46: Cc1cc(OCc2nc(-c3cccs3)no2)cc(C)c1Cl
  1.3%	.
47: COc1cc(OC)c(C2C(C(=O)Nc3ccccc3)=C(C)Nc3ncnn32)cc1OC (stereo unspecified)
  -6.7%	10
48: Cn1c(C(=O)N2CCC(C(=O)N3CCC4(CC3)OCCO4)CC2)cc2sccc21
  -1.1%	.
49: O=C(Nc1ccc(Br)cn1)c1cccc2c1-c1ccccc1C2=O
  -2.7%	7
50: CCCc1cc(=O)n2[nH]c(CCc3ccccc3)nc2n1
  4.6%	21

# Remaining list, next part
# Each structure is followed by: M. tuberculosis GlmU	Mtb RmlCD inh
51: O=c1[nH]c(=O)n(CCO)c2nnn(Cc3ccccc3)c12
  -4.2%	9
52: Cc1ccc2[nH]c(=O)c3cc(C(=O)N(CCCOC(C)C)Cc4ccco4)sc3c2c1
  5.1%	11
53: O=C(NC1CCC(NC(=O)C(F)(F)C(F)F)CC1)C(F)(F)C(F)F (stereo unspecified)
  0.3%	.
54: Cc1cccc(C)c1NC(=O)CSCCO
  4.2%	.
55: NCCc1ccc(O)cc1
  -1.6%	.
56: COc1cc(NS(=O)(=O)c2ccc(NC(=O)CN3C(=O)c4ccccc4C3=O)cc2)ncn1
  -2.3%	-6
57: O=C(C1CCN(S(=O)(=O)c2cccs2)CC1)N1CCCCCC1
  -1.2%	7
58: O=C(Nc1ccc2ccccc2c1)c1ccc(NS(=O)(=O)c2ccc(Br)s2)cc1
  -7.8%	-12
59: Cc1ccc(Cl)cc1NC(=O)C(Cc1ccccc1)N1C(=O)C2C3CCC(C3)C2C1=O (stereo unspecified)
  9.7%	-13
60: CC1(OC(=O)C2CCCC2)C(=O)C=C2C=C(c3ccsc3)N(C3CCCCC3)C=C2C1=O (stereo unspecified)
  -5.3%	.
61: O=C(O)c1ccc(N2C(=O)c3cccnc3C2=O)cc1
  1.6%	3
62: CCOC(=O)NC(=S)c1ccc[nH]1
  7.8%	.
63: CCC(C)NS(=O)(=O)c1cccs1 (stereo unspecified)
  2.1%	5
64: COc1ccccc1-n1c(CNC(=O)c2ccccc2)nnc1SCC(=O)Nc1nnc(C)s1
  2.8%	.
65: CCCCCCn1c(Br)nc2c1c(=O)n(C)c(=O)n2C
  3.1%	4
66: C=CCNC(=O)c1onc(CSc2ccccc2F)c1C(=O)O
  -0.6%	.
67: COCCNC(=O)C(c1ccc(O)cc1)N(C(=O)CCC(=O)Nc1nccs1)c1ccc(C)cc1 (stereo unspecified)
  6.5%	-8
68: C/C(CC(=O)Nc1ccc(OCc2ccccc2)cc1)=N\NC(=O)C(=O)Nc1cccc(C)c1
  5.3%	4
69: Cc1ccc(S(=O)(=O)Nc2ccccc2CNc2ccccn2)cc1
  1.3%	.
70: CC1CCN(Cc2nc3c(c(=O)n(C)c(=O)n3C)n2CCc2ccccc2)CC1
  -1.0%	.
71: O=c1c(Cc2ccc(F)cc2)c(O)ccn1Cc1ccc(Cl)cc1Cl
  6.0%	11
72: CCN(CC)CCCN1C(=O)c2oc3ccccc3c(=O)c2C1c1cccnc1 (stereo unspecified)
  0.3%	.
73: Cc1ccc(CNC(=O)C(NS(=O)(=O)c2cccs2)C(C)C)cc1 (stereo unspecified)
  -7.7%	.
74: CC1(C)[N+]([O-])=C2C(=[N+]([O-])C1(C)C)c1ccccc1/C2=N\O
  2.1%	.
75: NC1=NC[C@@H](Cc2ccc(O)cc2)N1CCc1cc(C(F)(F)F)cc(C(F)(F)F)c1
  -11%	.
76: Cc1cc2ncc(-c3ccc(Cl)cc3)cn2n1
  1.3%	-3
77: COc1ccccc1CNC(=O)c1ccc(CNc2c(N3CCCC3)c(=O)c2=O)cc1
  -3.5%	.
78: N#Cc1cnn(-c2ncnc3sc(-c4ccccc4)cc23)c1N
  0.3%	-2
79: COc1ccc2c(c1)c(C(=O)N1CCN(C)CC1)c(C)n2-c1ccccc1
  -2.7%	68
80: CC(=O)Nc1ccc(CN2CCC(CO)(CCOc3ccccc3)CC2)cc1
  -0.4%	.
81: CCOc1ccc(CN(C)CC(=O)Nc2cccc3ccccc23)cc1OC
  1.8%	-6
82: COc1cc(CC(=O)Nc2ccc(Cl)c(C(F)(F)F)c2)cc(OC)c1OC
  -3.8%	6
83: O=C(O)c1cc(-c2ccc(N3CCOCC3)cc2)nn1-c1ccccc1Cl
  6.8%	4
84: O=C(NCc1ccncc1)c1ccc(Cl)c(S(=O)(=O)N2CCCCC2)c1
  -2.5%	3
85: COC(=O)c1c(NC(=O)C2CC2)sc2c1CCN(C(C)=O)C2
  4.2%	.
86: O=Cc1ccccc1Oc1ccccc1
  -1.7%	-7
87: c1ccc2c(c1)OCC(C1=NCCN1)O2 (stereo unspecified)
  -3.8%	.
88: COc1ccc(-c2nc(NC(C)=O)sc2-c2ccccc2)cc1
  1.0%	.
89: COCc1cc(/C=N\NC(=O)COc2ccc(Cl)cc2)ccc1OC
  3.2%	-6
90: O=C1C[C@@H](c2ccccc2)Oc2cc(O)cc(O)c21
  3.0%	.
91: S=C(NCc1ccccc1)NC1CCCCC1
  2.1%	2
92: O=C(Nc1ccc(Cl)cc1)OCc1cncs1
  2.5%	.
93: COc1ccc(CCN(Cc2cccs2)S(=O)(=O)c2ccc(S(=O)(=O)N(C)C3CCCCC3)cc2)cc1OC
  1.1%	8
94: CCOC(=O)c1cc(=O)c2c([N+](=O)[O-])ccc(OC)c2o1
  -0.3%	.
95: O=C(N/N=C/c1ccc(OC(F)F)cc1)C1=COCCO1
  4.0%	3
96: CC1CCCCN1S(=O)(=O)c1cnc(Cl)c(Br)c1 (stereo unspecified)
  -11%	11
97: CCOC(=O)CCC(=O)N1CCOCCOCCN(C(=O)CCC(=O)OCC)CCOCCOCC1
  4.5%	-2
98: C=CCn1cnc2c(nnn2-c2ccc(C)c(C)c2)c1=O
  -2.0%	2
99: O=S(NC1CCCCC1)C12CC3CC(CC(C3)C1)C2 (stereo unspecified)
  -0.4%	.
100: Cc1ccc(-n2c(-c3c(-c4ccccc4)noc3C)n[nH]c2=S)cc1
  -6.5%	-7

# Going on with the list.
# Each structure is followed by: M. tuberculosis GlmU	Mtb RmlCD inh
101: O=C(COC(=O)c1cc(=O)[nH]c(=O)[nH]1)NCc1ccccc1
  -1.8%	-4
102: C#CCOc1nc(C)cc(C)c1S(=O)(=O)c1ccccc1C
  -8.7%	10
103: Nc1nonc1-n1nnc(C(=O)N/N=C/c2ccccc2)c1CSc1ccc(Cl)cc1
  1.5%	35
104: Cc1cc(C(=O)CC#N)c(C)n1-c1c(C)n(C)n(-c2ccccc2)c1=O
  1.2%	-11
105: CC(=O)Oc1ccc(Cn2cnc3cc4ccccc4cc32)cc1
  8.2%	.
106: O=C1NCCCC1C(=O)N/N=C/c1ccc([N+](=O)[O-])cc1 (stereo unspecified)
  -1.9%	-14
107: C/C(=N\NC(=O)C(=O)Nc1cccc(Cl)c1C)c1ccncc1
  0.2%	-1
108: CCC(C)(C)NC(=O)C(c1ccc(F)cc1)N(Cc1ccco1)C(=O)c1snc(C(N)=O)c1N (stereo unspecified)
  -0.8%	2
109: Cc1occc(=O)c1OCc1c(F)cccc1Cl
  1.3%	23
110: CC1=C(C)C(c2ccccc2)NC(=S)N1 (stereo unspecified)
  10%	-8
111: CC(=O)Nc1nc(CC(C)C)cc2c1c(=O)oc1ccccc12
  -0.1%	-5
112: O=C(N[C@H](C(=O)O)c1ccccc1)C1CCC(Cn2nnc3ccccc3c2=O)CC1 (stereo partly specified)
  -2.6%	.
113: COc1cc(C(=O)Nc2sc3c(c2C#N)CCN(C(C)=O)C3)cc(OC)c1OC
  5.0%	-7
114: CC(C)=NN/C(N)=N/C(=S)Nc1ccc(C)cc1
  0.5%	4
115: C=CCNc1nc(N2CCCCC2)c(C#N)c2c1CN(Cc1ccccc1)CC2
  -6.4%	6
116: C=CCNC(=S)N/N=C(\C)c1ccc(OC)cc1
  -1.6%	-11

# High-throughput results (PubChem)

# These rows are one share of the data, so the mix of outcomes need not match the whole.
